# Screens deposited in PubChem by Sanford-Burnham Center for Chemical Genomics.
# EphA4 KYL inhibition: inhibitors of EphA4 binding to KYL peptide, primary screen, biochemical, colorimetric, mouse EphA4 (AID 689). EphA4-AP binding to KYL peptide, pNPP A405; higher % means a stronger effect. one-dose inhibition, % at 10 µM; IC50 in µM for titrated hits. 62,000 compounds, 0.1% hits; in the data active = a potency from the dose series; inactive = the rest, 99 in 100 with inhibition below about 22%
# Numbers without * were called inactive.
cpd | Structure | EphA4 KYL inhibition
1 | CN(CCCCC(=O)/C=N/O)Cc1ccccc1 (tested in a mixture with another compound) | -2.5%
2 | O=C1C2CCCN2C(c2cccnc2)N1c1ccc(Cl)cc1 (configuration not stated) | -4.6%
3 | CC(=NCCN1CCCCC1)c1c(O)n(Cc2ccccc2)c(=O)[nH]c1=O | 2.1%
4 | CCC1(CC)C(=O)N(Cc2ccccc2)C(=O)N(Cc2ccccc2)C1=O | -2.2%
5 | CC1=NN(c2ccccc2)C(=O)/C1=C/c1c(O)[nH]c(=O)[nH]c1=O | -8.3%
6 | CCOP(=O)(OCC)C1(O)C(=O)Nc2ccc(Br)cc21 (configuration not stated) | 7.0%
7 | O=c1[nH]c(=S)n(CCC2=CCCCC2)c(O)c1C=NC1CCN(Cc2ccccc2)CC1 | -2.2%
8 | CCCCSC1=NN1c1nc(N)nc(C)c1CC | 7.4%

# The list is partial. The share of hits here may be higher or lower than overall.
